# GLD-1 TGE inh: GLD-1/TGE RNA complex disruptors, primary screen, biochemical, fluorescence polarization. Female germline-specific tumor suppressor gld-1 (Caenorhabditis elegans), Q17339. 0.44% of 320,000 active. inhibition, % at 5.96 µM. purified GLD-1 + fluorescein TGE RNA;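 active = percent inhibition above a per-plate cutoff, the plate mean of test compounds plus 3 SD, cut at about 30% in these data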;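 also: 0% = DMSO wells with GLD-1 and probe and 100% = wells lacking GLD-1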
# Fam108B inh: mouse Fam108B serine hydrolase inhibitors, primary screen, counter-screen for RBBP9 inhibitor project, biochemical, fluorescence polarization. recombinant Fam108B, FP-Rh probe fluorescence polarization. inhibition, % at 9.51 µM. 0.33% of 300,000 active;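 active = inhibition above the screen mean inhibition plus 3 SD, computed separately per campaign, cut at about 18% in these data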;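 also: inhibitors lower polarization as less probe binds the enzyme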
# BCLXL inh: inhibitors of human Bcl-xL, primary screen, biochemical, fluorescence polarization, HTS. Bcl-2-like protein 1 (Homo sapiens), Q07817. GST-Bcl-xL / FITC-Bim BH3 peptide fluorescence polarization. inhibition, % at 10.9 µM. 0.7% of 320,000 active;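 active = inhibition above the mean of all tested compounds plus 3 SD, cutoff set per campaign, cut at about 30% in these data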;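 also: 0% = DMSO wells and 100% = unlabeled Bim-BH3 peptide competitor; inhibitors lower millipolarization by displacing the labeled peptide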
# Target sequence (Q07817 whole entry, looked up): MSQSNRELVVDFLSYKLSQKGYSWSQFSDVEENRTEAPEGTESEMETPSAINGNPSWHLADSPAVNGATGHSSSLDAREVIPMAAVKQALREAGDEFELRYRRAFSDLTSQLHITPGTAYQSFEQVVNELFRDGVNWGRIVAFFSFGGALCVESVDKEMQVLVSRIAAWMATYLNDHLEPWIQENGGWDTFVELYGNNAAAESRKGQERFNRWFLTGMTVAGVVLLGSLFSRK
# PME-1 primary: PME-1 inhibitors via competitive probe labeling, primary screen, biochemical, fluorescence polarization, FP-Rh probe, HTS; Protein phosphatase methylesterase 1 (Homo sapiens), Q9Y570; recombinant PME-1; inhibition, % at 5.9 µM; 0.53% of 320,000 active; AID 2130, 2009;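 active = inhibition above the campaign mean of all compounds plus 3 SD, cut at about 26% in these data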;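 also: competitive labeling of PME-1 active site by serine hydrolase directed probe; 0% = PME-1 with DMSO and 100% = wells lacking PME-1 enzyme; inhibitors block probe labeling so polarization falls and inhibition rises; many of its hits are not listed in these tables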
# GSTO1 counter: inhibitors of recombinant GSTO1, primary screen, counter-screen for RBBP9 inhibitor project, biochemical, fluorescence polarization. Glutathione S-transferase omega-1 (Homo sapiens), P78417. inhibition, % at 5.96 µM. activity-based probe fluorescence polarization. 1.1% of 300,000 active;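 active = inhibition above the campaign mean inhibition plus 3 SD, cut at about 35% in these data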;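 also: 0% = GSTO1-1 with DMSO and 100% = wells lacking GSTO1-1 enzyme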
# Target sequence (P78417 whole entry, looked up): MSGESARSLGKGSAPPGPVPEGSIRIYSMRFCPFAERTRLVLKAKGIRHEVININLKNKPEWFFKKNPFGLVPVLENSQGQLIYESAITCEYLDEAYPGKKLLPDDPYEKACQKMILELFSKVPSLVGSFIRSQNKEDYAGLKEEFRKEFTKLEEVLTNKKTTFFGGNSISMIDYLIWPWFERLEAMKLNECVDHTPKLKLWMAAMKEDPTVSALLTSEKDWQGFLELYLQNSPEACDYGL
# MCL1-BIM inh: inhibitors of MCL1 binding to BIM-BH3, primary screen, biochemical, fluorescence polarization; Induced myeloid leukemia cell differentiation protein Mcl-1 (Homo sapiens), Q07820; GST-MCL1 / FITC-Bim-BH3 fluorescence polarization; inhibition, % at 10.9 µM; 0.68% of 320,000 active; AID 2057, 2009;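 active = inhibition above the mean inhibition of all tested compounds plus 3 SD, set per campaign, cut at about 40% in these data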;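 also: 0% = DMSO wells and 100% = unlabeled Bim-BH3 peptide control; higher means more loss of mP so more displacement of Bim peptide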
# Target sequence (Q07820 whole entry, looked up): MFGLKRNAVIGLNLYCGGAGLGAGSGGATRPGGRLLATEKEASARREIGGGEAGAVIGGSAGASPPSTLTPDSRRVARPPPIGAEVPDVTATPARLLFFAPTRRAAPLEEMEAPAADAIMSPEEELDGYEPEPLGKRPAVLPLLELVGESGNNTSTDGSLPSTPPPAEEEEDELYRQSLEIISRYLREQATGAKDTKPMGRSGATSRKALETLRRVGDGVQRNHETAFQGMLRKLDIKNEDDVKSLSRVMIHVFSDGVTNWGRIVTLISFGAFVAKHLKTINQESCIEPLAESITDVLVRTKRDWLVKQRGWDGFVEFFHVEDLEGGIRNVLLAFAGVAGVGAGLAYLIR
# PAD4 FP inh: human PAD4 inhibitors, primary screen, biochemical, fluorescence polarization, 1536-well format | Protein-arginine deiminase type-4 (Homo sapiens), Q9UM07 | recombinant PAD4, RCA probe fluorescence polarization | inhibition, % at 6.36 µM | 0.41% of 330,000 active;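 active = percent inhibition above a cutoff equal to the mean of all tested compounds plus 3 SD, cut at about 15% in these data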;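 also: 0% = PAD4 with RCA probe and DMSO and 100% = probe without PAD4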
# MEX-5 binding: MEX-5 zinc finger RNA-binding disruptors – biochemical, C. elegans, fluorescence polarization, MLPCN library, primary screen; Zinc finger protein mex-5 (Caenorhabditis elegans), Q9XUB2; MEX-5/FITC-TCR2 RNA binding; hits give low values; activity score (negative = inhibition of binding), % at 10 µM; 0.38% of 300,000 active; AID 1832, 2009;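 active = inhibition past about -25% in most replicates, and total fluorescence under double the plate's negative control median, limit read from the data; inconclusive = replicates evenly split on the limit, or fluorescence at least double controls; inactive = too little inhibition in most replicates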;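 also: 0% = DMSO and -100% = 5 µM competing unlabeled TCR2 RNA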
# TPT1 inh: Candida albicans TPT1 enzyme inhibitors, primary screen, biochemical, fluorescence polarization; inhibition, % at 5 µM; tRNA 2'-phosphotransferase TPT1 (Candida albicans SC5314); recombinant caTPT1, FP RNA substrate dephosphorylation; 0.81% of 300,000 active; AID 1962, 2009;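 active = inhibition above the mean of all tested compounds plus 3 SD, set per screening campaign, cut at about 24% in these data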;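 also: plate controls were DMSO alone for no effect and ferristatin control at 100 nM for full effect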
# * = called active by the depositor; ? = inconclusive; / = not tested or not shown. Not all compounds are listed, so the mix of outcomes need not match the whole.
entry	canonical_smiles	GLD-1 TGE inh	Fam108B inh	BCLXL inh	PME-1 primary	GSTO1 counter	MCL1-BIM inh	PAD4 FP inh	MEX-5 binding	TPT1 inh
1	COc1ccc(NC(=O)Nc2cc(C)ccc2F)cc1	9	9	1	24	9	-3	-1	0.9	4
2	COc1cccc(-c2ncc3ccccc3c2COC(=O)N2CCCCC2)c1	-3	/	-2	0	/	-4	-5	/	/
3	O=C(Cn1cc(C(=O)C2CC2)c2ccccc21)NCC1CCCO1 (configuration not stated)	0	-1	1	5	6	0	0	1.7	-3
4	N#Cc1ccc(S(=O)(=O)N2CCCN(c3nc4ccc(Cl)cc4s3)CC2)cc1	6	-3	0	0	-1	1	3	0.8	1
5	COc1ccccc1N(CC(=O)NCCSCc1ccccc1)S(C)(=O)=O	2	6	1	-10	2	4	-4	-0.1	0
6	CCCn1nnnc1SCC(=O)N1CCOCC1	-11	-8	-16	1	-1	-23	-11	0.9	-7
7	CCCn1cc(S(=O)(=O)c2ccccc2)c(=O)c2cc(CC)ccc21	0	1	1	0	-5	0	-7	1.7	0
8	COc1ccc(-c2noc(CCC(=O)NCc3ccco3)n2)cc1	0	1	-2	-1	5	-4	1	/	1
9	COc1ccc(/C=N/NC(=O)c2ccc(Cl)cc2)cc1Cn1cc(Cl)cn1	0	-7	2	-9	-2	-3	-5	0.6	3
10	CCn1cc(C(=O)O)c(=O)c2cnc(N3CCN(C(=S)NC(=O)c4ccc(Cl)cc4)CC3)nc21	3	1	6	-4	-2	-4	-5	2.7	-6
11	COc1ccc(/C=C/C(=O)Nc2ccc(C(N)=O)cc2)cc1OC	8	-3	0	-10	-11	-1	-6	-0.9	1
12	COc1cc(CNC2CCCC2)c(Br)cc1OC1CCCC1	2	6	-2	6	0	0	-3	-0.1	-2
13	O=C(COC(=O)c1ccco1)NC1CCCCC1	4	-5	3	0	-2	9	1	0.7	1
14	COC(=O)c1cc(N2CCN(C)CC2)nc2ccccc12	85*	1	138*	-7	11	144*	1	?	-48
15	Cc1cc(C)n2nc(C(=O)OCCOc3ccc(Br)cc3)nc2n1	-2	2	3	-5	-6	4	1	4.1	1
16	CCOC(=O)c1c(N)sc(C(=O)OC)c1C	-8	1	2	8	0	8	-6	1.2	0
17	Cc1cc(C)nc(-n2nc(C)c(C3(O)C(=O)Nc4ccccc43)c2N)n1 (configuration not stated)	9	6	-1	4	3	0	-5	1.8	-1
18	Cn1nc(-c2ccccc2)c(CO)c1Oc1ccc(F)cc1	0	-1	5	-3	4	2	-5	-0.7	-1
19	Cc1ccccc1C(=O)NCCn1cc(SCC(=O)NCC2CCCO2)c2ccccc21 (configuration not stated)	4	-3	4	5	-6	6	4	-0.4	-1
20	CC(C)c1ccc(CNCc2ccccc2)cc1	3	6	5	-2	2	4	1	0.7	1
21	N#Cc1c(N)nc2c(c1-c1cccs1)CCCC2	-1	-1	7	1	3	15	1	-2.2	-2
22	CCc1ccccc1Nc1ncnc2ccccc12	6	-4	2	7	-1	-2	0	1.0	0
23	COCC(C)NC(=S)N1CCN(c2ccccc2Cl)CC1 (configuration not stated)	-3	0	-1	-6	0	-5	-2	0.5	-2
24	CCN1C(=O)[C@H]2[C@@H](c3ccc(C)cc3)N3C(=O)N(c4cccc(Cl)c4)C(=O)[C@@]3(C)[C@H]2C1=O	0	-6	5	0	12	-2	-2	/	-1
25	CCC(c1nnc(SCC(=O)NCCc2ccc(OC)c(OC)c2)n1Cc1ccccc1)N(C)C (configuration not stated)	8	4	-6	-6	5	-8	-5	1.4	1
26	O=c1[nH]nnc2sc3c(c12)CCCC3	6	-1	0	-3	0	2	-5	1.3	-1
27	COc1ccc(C2CC(c3cccs3)=NN2C(=O)CSc2nnnn2C)cc1OC (configuration not stated)	-1	8	-18	-2	12	-10	0	3.2	-4
28	CCOC(=O)CN1C(=O)C(O)(CC(=O)c2ccccn2)c2ccccc21 (configuration not stated)	4	2	5	-3	5	1	1	-0.2	-3
29	CN(C)c1ccc(NC(=O)c2ccc(Cn3cc([N+](=O)[O-])cn3)cc2)cc1	5	2	-11	-2	6	2	1	-3.1	-2
30	CCCCN(CCCC)S(=O)(=O)c1ccc(NC(=O)c2ccc([N+](=O)[O-])cc2Cl)cc1	6	-7	5	-28	-8	4	5	-1.7	-1
31	COc1cccc(CN2CCN(c3ncccn3)CC2)c1OC	2	-4	5	2	5	7	-4	-0.1	-2
32	COc1ccc(CCNC(=O)C2CC(c3c(Cl)cccc3Cl)=NO2)cc1 (configuration not stated)	6	-2	-2	3	-1	-3	-3	-0.7	1
33	CC(Oc1cc2oc(=O)c3c(c2cc1Cl)CCC3)C(=O)NCCCn1ccnc1 (configuration not stated)	6	-2	9	-5	4	4	2	3.4	0
34	CC1(C)CC(=O)C(N=Nc2ccc(C(F)(F)F)cc2[N+](=O)[O-])=C(O)C1	-3	-4	3	4	6	-1	5	-4.3	0
35	O=C(CCS(=O)(=O)c1ccccc1)Nc1nc(-c2ccc(F)cc2)cs1	2	-2	3	-1	-6	-6	-10	-2.7	0
36	Cc1cnn(-c2nc(-c3cccs3)cc(C(F)(F)F)n2)c1	-8	5	-3	-6	-4	7	0	0.2	1
37	COc1cc(Nc2ccc(C)cc2)c([N+](=O)[O-])nc1[N+](=O)[O-]	3	1	9	5	9	5	1	3.3	-3
38	O=C(O)c1cc(-c2ccccc2)n(-c2ccc(F)cc2)n1	1	7	8	-4	-7	3	-2	1.4	-2
39	CCN1CCN(Cc2ccc(NC(=O)c3cc(NC(=O)c4ccc5n[nH]nc5c4)cc(OC)c3)cc2C(F)(F)F)CC1	-2	-5	0	-8	-17	-1	0	17	2
40	COc1ccc(C2c3[nH]c4ccccc4c3CCN2C(=O)c2ccccc2C(C)=O)c(F)c1 (configuration not stated)	-2	-4	-1	0	-1	2	-3	1.9	4
41	NS(=O)(=O)c1ccc(CCNC(=O)Nc2ccc(Cl)cc2)cc1	-4	-2	7	0	3	10	-1	-0.1	1
42	CC(=O)Nc1ccc(OC(F)(F)C(F)F)c(NC(C)=O)c1	-1	0	-1	2	1	1	-4	0.0	0
43	Cc1onc(-c2ccccc2)c1C(=O)NCCN1CCOCC1	5	-1	-1	-7	-11	0	0	0.9	1
44	O=C(c1ccco1)N1N=C(c2cccs2)CC1c1ccccc1O (configuration not stated)	-1	0	0	0	-5	-6	-3	4.2	3
45	CCOc1ccccc1CNc1nnnn1C	-1	0	-2	2	8	-5	-1	1.4	4
46	CCOCc1nnc(NC(=O)c2cc(OC)cc(OC)c2)s1	1	-3	3	-7	-7	-4	-1	1.1	-3
47	Cc1ccc(S(=O)(=O)N2CCC(C(N)=O)CC2)cc1[N+](=O)[O-]	-4	2	0	2	-1	-4	2	-4.1	3
48	O=C(COc1ccc(S(=O)(=O)N2CCOCC2)cc1Cl)NCC1CCCO1 (configuration not stated)	2	0	5	8	5	4	10	-0.8	-2
49	CCOC(=O)c1sc(NC(=O)CCc2ccc(OC)cc2)nc1C	-1	0	2	-4	7	-1	-5	1.9	1
50	Cc1cnc(C(=O)Nc2nnc(SCc3c(Cl)cccc3Cl)s2)cn1	3	4	5	-9	-20	8	3	1.3	-2

# (list continues)
entry	canonical_smiles	GLD-1 TGE inh	Fam108B inh	BCLXL inh	PME-1 primary	GSTO1 counter	MCL1-BIM inh	PAD4 FP inh	MEX-5 binding	TPT1 inh
51	OCCN1CCN(CC(O)COC(c2ccc(F)cc2)c2ccc(F)cc2)CC1 (configuration not stated)	-2	4	2	-7	0	5	-3	-1.7	1
52	CNS(=O)(=O)c1cccc(C(=O)OCC(=O)NCCCc2ccccc2)c1	-5	0	-4	-10	2	-17	1	-4.6	2
53	O=C(CSc1ncccn1)NCc1cccc(Cl)c1	4	5	2	-1	7	6	0	1.9	2
54	Cc1nc2c(C#N)cnn2c2c1CCN2CC1CCCO1 (configuration not stated)	-27	5	4	0	0	-2	-4	0.3	6
55	CCOC(=O)C1CCCN(CC(=O)NC2CC2)C1 (configuration not stated)	2	4	9	-3	-4	4	0	-1.4	1
56	CC1CCC(NC(=O)CCN2C(=O)C3C4C=CC(C4)C3C2=O)CC1 (configuration not stated)	8	2	5	-7	-1	-3	0	0.3	1
57	Cn1c(/C=C/c2ccc(Br)cc2)c([N+](=O)[O-])c(=O)n(C)c1=O	9	0	9	-5	1	4	4	1.2	-2
58	O=C(Oc1c(CN2CCOCC2)cc(Cl)c2cccnc12)c1ccccc1	-2	-2	1	-1	3	12	-2	1.8	0
59	COc1cccc(=O)c2c(C)oc(C)c12	17	2	20	-2	7	17	1	-71*	-16
60	O=C(COc1ccc(Cl)cc1)NCc1ccncc1	-4	0	1	2	5	3	0	0.7	-1
61	Cc1cc(C)c2nc(N)sc2c1	11	-1	7	2	7	10	5	2.3	-1
62	NC(=O)c1ccc(=O)n(Cc2ccc(F)c(F)c2)c1	-3	-6	-3	-1	1	2	-3	-0.5	2
63	Cc1cc2cc(CCNC(=O)C(=O)c3c[nH]c4ccccc34)c(=O)[nH]c2cc1C	-5	-2	4	-2	-30	14	0	-2.0	-1
64	O=C(CP(=O)(c1ccccc1)c1ccccc1)N1CCOCC1	-4	-2	5	0	16	5	2	2.5	-3
65	CCOc1cccc(C(=O)N(Cc2ccco2)C2CCS(=O)(=O)C2)c1 (configuration not stated)	2	-1	8	4	1	15	4	-1.1	-2
66	Cc1ccc(-n2ncc(C(=O)NC3CC3)c2C2CCN(C(=O)OC(C)(C)C)CC2)c(C)c1	11	-5	4	-8	9	1	2	1.9	-2
67	COC(=O)CN(c1ccccc1[N+](=O)[O-])S(=O)(=O)c1ccccc1	1	5	1	-7	-3	3	2	1.3	-3
68	Cc1ccc(NC(=O)CN(C)C(=O)COC(=O)CNS(=O)(=O)c2ccc(F)c(F)c2F)cc1	7	1	0	-1	13	0	-2	-1.6	3
69	CCOC(=O)Cc1csc2nc3sc(C)c(C)c3c(=O)n12	1	-2	1	5	-3	6	1	0.5	4
70	COc1ccc(OCC(=O)Nc2cc(OC)ccc2N2CCCCC2)cc1	1	-1	5	-3	10	7	6	0.6	-1
71	Cc1cc(-c2cc(-c3ccc(Cl)cc3)on2)nc(NC2CCCC2)n1	0	-7	4	-12	-1	15	-8	1.2	-2
72	COc1ccc(/C=N/N2C(=O)CN(C(=O)c3ccccc3)C2c2ccc(OC)cc2)cc1 (configuration not stated)	-7	4	3	1	-9	6	-3	-0.7	-2
73	CNCc1ccccc1Sc1cccc(O)c1	4	0	4	-2	4	-6	2	0.0	-2
74	Cc1ccc(NC(=O)c2ccc3snnc3c2)cc1C	6	-8	8	-2	0	13	0	0.4	-2
75	COc1ccc(S(=O)(=O)N2CCC[C@H]2C(=O)NC2=NCCS2)cc1	2	-2	-1	-5	-7	-3	-3	-4.7	-5

# Screens deposited in PubChem by several laboratories.
